All columns: NCI-60 one-dose screen, growth in % after 48 h at 10 µM unless noted; 100 = growth as untreated, 0 = no growth, -100 = all killed.
KM12 = KM12 colon cancer cells; 5% of 82,000 active; AID 1794800
U251 = U251 CNS tumor cells. 5.4% of 80,000 active. AID 1794753
HCT-116 = HCT-116 colon cancer | 7.3% of 82,000 active
SF-295 = SF-295 CNS cancer cells | 5.6% of 79,000 active | AID 1794758
SNB-75 = SNB-75 CNS cancer; 5% of 79,000 active; AID 1794750
SNB-19 = SNB-19 CNS cancer cells | 2.5% of 81,000 active | AID 1794751
HCC-2998 = HCC-2998 colon cancer. 4.7% of 79,000 active
SF-268 = SF-268 CNS cancer cells | 3.1% of 82,000 active | AID 1794759
SF-539 = SF-539 CNS cancer; 6.8% of 81,000 active
Active calls of the source: *; · = no result given; & = joins results of further samples; ! = a repeat was not active. Rule for the calls: active = growth percent below 10; inactive = the rest.

Results follow in this order: KM12, U251, HCT-116, SF-295, SNB-75, SNB-19, HCC-2998, SF-268, SF-539
[1] Cc1c(C(=O)NC2CCOC2=O)[nH]c2ccccc2c1=O (centres undefined)
→ 104, 102, 110, 112, 102, 105, 119, 101, 101
[2] COc1cc(C(=C2O[C@@H]([C@H]3COC(C)(C)O3)[C@H]3OC(C)(C)O[C@@H]23)c2cc(OC)c(OC)c(OC)c2)cc(OC)c1OC
→ 107, 107, 96, 110, 100, 109, ·, 113, 111
[3] COc1cccc(/C(O)=C2\C(=O)C(=O)N(CCN3CCCC3)C2c2ccc3c(c2)OCO3)c1 (centres undefined)
→ 103, 101, 102, 100, 101, 106, 107, 100, ·
[4] CCN1C(=O)N(CC)C2Nn3c(s/c(=C\c4ccc(OC)cc4)c3=O)=NC21 (centres undefined)
→ 38, 39, 29, 44, 8.8*, 53, 96, 63, 43
[5] CCN(CC)c1ccc(/C=C(\C#N)c2cc3ccccc3[nH]2)cc1
→ 22, 42, 31, 47, 55, 73, 78, 72, 58
[6] C[C@@H](Nc1c(C#N)cnc2ccc(-c3cnc(Cl)c(NS(C)(=O)=O)c3)cc12)c1ccccc1
→ 15, 15, 4.1*, -21*, -30*, 16, 17, -1.5*, -21*
[7] CCCCCCCCCCCCCCCCOc1ccc(C)cc1
→ 108, 101, 108, ·, 104, 109, 105, 114, 93
[8] C/C(=N\NC(=O)Nc1ccc(C(F)(F)F)c(Cl)c1)c1nnn(-c2ccc(Cl)cc2)c1C
→ 103, 103, 101, 114, 97, 100, 111, 100, 95
[9] CCN(CC)CCOc1ccc(/C(=C(\Cl)c2ccccc2)c2ccccc2)cc1
→ 76&22, 73&23, 58&11, -23*, 32&27, 87&52, 98&36, 103&63, -5.8*!
[10] COC(c1ccccc1)(c1ccccc1)c1ccc2ccc3ccccc3c2c1
→ 91, 95, 79, 95, 91, 103, 98, 93, 111
[11] CC(=O)N1N=C(c2cccc(Nc3ccncc3)c2)CC1c1ccc(F)cc1 (centres undefined)
→ 106, 86, 52, 96, 87, 98, 104, 94, 90
[12] CC(=O)Nc1cc2c(cc1Cl)-c1ccccc1C2
→ 105, 101, 95, 102, 83, 101, 98, 85, 83
[13] O=C1/C(=C/c2ccc3cccc(Cl)c3n2)SC(=S)N1CCc1ccc(O)cc1
→ 85, 94, 99, 92, 51, 97, 118, 85, 87
[14] Cc1ccc(S(=O)(=O)NCC[C@@H]2C[C@H]2c2cc3ccccc3s2)cc1
→ 96, 99, 94, 103, 83, 96, 106, 93, 98
[15] Clc1ccc(-c2cc(C(Cl)Cl)no2)cc1
→ 100, 104, 99, 93, 88, 100, 104, 99, 102

Additional results
Results follow in this order: KM12, U251, HCT-116, SF-295, SNB-75, SNB-19, HCC-2998, SF-268, SF-539
[16] COc1cc2nc(-c3ccc(Cl)cc3)cc(OCCCN3CCCC3)c2cc1OC
→ 41, 54, 23, -17*, 8.2*, 68, 72, 54, 43
[17] COc1ccc(C(=O)N2CCN(C(=O)c3cc(OC)c(OC)c(OC)c3)CC2)cc1OCCCCOc1cc2c(cc1OC)C(=O)N1CCC[C@H]1C=N2
→ 129, 101, 101, 109, 110, 99, ·, 126, 99
[18] Cc1ccc2cccc([N+](=O)[O-])c2n1
→ 107&111, 103&105, 98&114, 110&108, 79&106, 99&109, 103&102, 103, 103&105
[19] O=C(O)COc1ccc(S(=O)(=O)c2ccc(OCC(=O)O)cc2)cc1
→ 104, 99, 95, 107, 81, 100, 101, 106, 101
[20] O=C(c1cc2ccccc2o1)c1nn(-c2ccccc2)c2nc3nccc(-c4cc5c(ccc6ccccc65)oc4=O)c3c(=O)n12
→ 96, 86, 69, 103, 89, 104, 104, 96, 105
[21] O=C(c1nnc(Nc2cccc(Br)c2)o1)c1c[nH]c2ccccc12
→ 73, 95, 97, 107, 90, 96, 75, 102, 107
[22] CCCCN(CCCC)CC(=O)Nc1ccc(C(=O)OCC(C)C)cc1
→ 102, 88, 86, 96, 92, 93, 95, 95, 97
[23] O=c1oc2cc(O)ccc2c2c(-c3ccccc3)c[nH]c12
→ 81, 81, 73, 101, 44, 93, 110, 78, 80
[24] O=CN1N=C(c2cccc(Nc3ccncc3)c2)CC1c1ccc(F)cc1 (centres undefined)
→ 96, 93, 95, 100, 95, 105, 96, 83, 106
[25] S=C1NCN(CC2CC2)CN1
→ 104&94, 106, 105&96, 107&91, 116&89, 100&98, 115&101, 104&110, 101&95
[26] CCOC(=O)C(c1ccccc1)C(C)N (centres undefined)
→ 110, 100, 103, ·, 102, 107, 110, 106, 97
[27] CC1CC=CCC1C1OCC(C)(C)CO1 (centres undefined)
→ ·, 93, 97, ·, 90, 102, 113, 106, 95
[28] Cc1cn(-c2cc(NC(=O)c3cncc(C#Cc4c(N)ncc5ccc(F)cc45)c3)cc(C(F)(F)F)c2)cn1
→ 14, 80, 19, 85, 77, 92, 77, 65, 51
[29] Cc1cccc2cc(-c3cc4ccccc4[nH]3)/c(=N/C(=O)Nc3ccc(Cl)cc3)oc12
→ 99, 105, 101, 104, 80, 97, 100, 95, 91
[30] CN(C)c1nc2sc3cc(Cl)c(Cl)cc3n2c(=O)c1C#N
→ 108, 98, 109, 119, 68, 98, 108, 115, 90

Continued:
Results follow in this order: KM12, U251, HCT-116, SF-295, SNB-75, SNB-19, HCC-2998, SF-268, SF-539
[31] O=S(=O)(c1cccc(NC2=Nc3cccc4cccc2c34)c1)N1CCCC1
→ 72, 66, 63, 59, 73, 78, 79, 79, 75
[32] O=C(Nc1nc(-c2ccc(Cl)cc2)nc2c1sc(=S)n2-c1ccccc1)C(F)(F)F
→ 33, 8.5*, 3.7*, 7.2*, -44*, 61, 68, 36, 8.6*
[33] COc1ccc(-c2onc(N)c2-c2cc(OC)c3c(c2)OCO3)cc1
→ 22, 19, 15, 14, 18, 53, 52, 50, 20
[34] N#CC1=C(N)Oc2c(c(=O)[nH]c3ccc(Br)cc23)C12C(=O)Nc1ccccc12 (centres undefined)
→ 98, 101, 91, ·, 77, 96, 101, 94, 98
[35] Cc1ccc2c(c1)C(C(=O)O)=NC1(N2)C(=O)Nc2ccc(C)cc21 (centres undefined)
→ 102, 97, 104, 100, 100, 102, 112, 104, 95
[36] CC1(C)CC(=O)C2=C(C1)N(c1ccc(OC(F)(F)F)cc1)C(N)=C(C#N)C2c1cc(Br)ccc1F (centres undefined)
→ 87, 86, 79, 90, 72, 83, 93, 87, 92
[37] O=C(CSC1=Nc2c(c(-c3ccccc3)c(-c3ccccc3)n2C2CCCCC2)C2=NCCN12)c1ccccc1
→ 91, 98, 87, 93, 76, 91, 125, 95, 98
[38] O=C(Nc1ccccc1)Nc1ncnc2c1ncn2-c1cccc(Cl)c1
→ 93, 97, 103, 97, 104, 95, 112, 98, 103
[39] O=C(NNc1ccc([N+](=O)[O-])cn1)Nc1ccc(N=Nc2ccccc2)cc1
→ 97, 71, 93, ·, 68, 90, 92, 87, 97
[40] Cc1ccc(-c2nc(N(C)CC(O)C(O)C(O)C(O)CO)c3oc(-c4ccc(C)cc4)nc3n2)cc1 (centres undefined)
→ 99, 102, 104, 105, 80, 94, 103, 97, 88
[41] CCCCC1CCC(=O)O1 (centres undefined)
→ 109, 101, 105, 111, 99, 111, 118, 108, 111
[42] CSc1ccc2c(c1)N(C(=O)/C(C#N)=C/c1cccs1)c1ccccc1S2
→ 89, 90, 86, 102, 73, 85, 96, 96, 103
[43] O=C(/C=C/c1ccccc1)c1ccc(F)cc1
→ 82, 86, 73, 90, 99, 91, 98, 115, 95
[44] C=C(C)[C@@H]1CC[C@]2(C(=O)O)CC[C@]3(C)[C@H](CC[C@@H]4[C@@]5(C)C[C@@H](Cc6cn(CCO[C@@H]7O[C@H](COC(C)=O)[C@@H](O[C@@H]8O[C@H](COC(C)=O)[C@H](OC(C)=O)[C@H](OC(C)=O)[C@H]8OC(C)=O)[C@H](OC(C)=O)[C@H]7OC(C)=O)nn6)[C@H](O)C(C)(C)[C@@H]5CC[C@]43C)[C@@H]12
→ 57, 67, 62, 62, 76, 74, 92, 61, 84
[45] OCCN(Cc1cc(C2CCCCC2)ccc1O)Cc1cc(C2CCCCC2)ccc1O
→ 66, 61, 42, 104, 72, 80, 57, 65, 86

Additional results:
Results follow in this order: KM12, U251, HCT-116, SF-295, SNB-75, SNB-19, HCC-2998, SF-268, SF-539
[46] CCOC(=O)C1[C@@H]2C(=O)N(c3ccc(Cl)cc3)C(=O)[C@@H]2[C@H](c2cn(-c3ccccc3)nc2C)N1Cc1ccccc1 (some centres undefined)
→ 77, 79, 72, ·, 82, 92, 118, 90, ·
[47] Cc1ccc(-c2nc(N3CCCN(C(=S)Nc4ccccc4)CC3)c3ccccc3n2)cc1
→ 94, 82, 86, 90, 73, 84, 80, 65, 93
[48] CN(C)c1ccc(C2CC(c3ccccc3)=NN2/C=C2\SC(=O)NC2=O)cc1 (centres undefined)
→ 82, 103, 86, 98, 84, 88, 101, 91, 76
[49] O=[N+]([O-])c1cccc2cc(S(=O)(=O)O)ccc12
→ 108, 95, 98, 104, 118, 106, 100, 104, 99
[50] CC(C)(O)C(C(=O)O)c1ccccc1 (centres undefined)
→ 106, 91, 107, 100, 103, 101, 101, 102, 100
[51] Cc1ccc(Cc2cnc(NC(=O)CCN3C(=O)/C(=C/c4ccccc4)SC3=S)s2)cc1
→ 101, 97, 112, 93, 91, 101, 97, 97, 96
[52] COc1ccc(N2CCN(/C(=N/c3sc(-c4ccccc4)nc3-c3ccccc3)c3ccc(C)cc3)CC2)cc1
→ 96, 101, 92, 90, 93, 93, 104, 101, 89
[53] CN(C)C=Nc1ccccc1
→ 111, 99, 108, ·, 91, 106, 106, 114, 100
[54] CCOC(=O)CC(=O)NC(C)(C)CCCCC(C)(C)NC(=O)CC(=O)OCC
→ 99, 100, 97, 136, 102, 95, 98, 102, 101
[55] N#C/C(=C/c1cc([N+](=O)[O-])cc([N+](=O)[O-])c1O)C(N)=O
→ 104, 103, 93, 101, 95, 109, 90, 106, 105
[56] COc1cc(Cn2cc3c(c2)-c2oncc2CC3)cc(OC)c1OC
→ 3.0*, 17, 8.5*, -3.5*, 46, 35, 12, 18, ·
[57] COc1ccc2c(c1OC)C(CC(C)=O)N1CCc3cc4c(cc3C1C2=O)OCO4 (centres undefined)
→ 117, 98, 106, 103, 94, 96, 109, 108, 102
[58] COc1cccc(OCCC#N)c1
→ 102, 83, 105, 111, 97, 104, 103, 93, 98
[59] CCN1CCN(c2oc(-c3ccc(Cl)cc3)nc2C#N)CC1
→ 100, 103, 102, 97, 91, 94, 101, 97, 99
[60] Cc1ccc(NC(=O)NCC2(C)CC(NC(=O)Nc3ccc(C)cc3)CC(C)(C)C2)cc1 (centres undefined)
→ 100, 106, 77, 72, 84, 96, 113, 95, 98

8 consecutive records already listed:
Results follow in this order: KM12, U251, HCT-116, SF-295, SNB-75, SNB-19, HCC-2998, SF-268, SF-539
[53] CN(C)C=Nc1ccccc1
→ 111, 99, 108, ·, 91, 106, 106, 114, 100
[54] CCOC(=O)CC(=O)NC(C)(C)CCCCC(C)(C)NC(=O)CC(=O)OCC
→ 99, 100, 97, 136, 102, 95, 98, 102, 101
[55] N#C/C(=C/c1cc([N+](=O)[O-])cc([N+](=O)[O-])c1O)C(N)=O
→ 104, 103, 93, 101, 95, 109, 90, 106, 105
[56] COc1cc(Cn2cc3c(c2)-c2oncc2CC3)cc(OC)c1OC
→ 3.0*, 17, 8.5*, -3.5*, 46, 35, 12, 18, ·
[57] COc1ccc2c(c1OC)C(CC(C)=O)N1CCc3cc4c(cc3C1C2=O)OCO4 (centres undefined)
→ 117, 98, 106, 103, 94, 96, 109, 108, 102
[58] COc1cccc(OCCC#N)c1
→ 102, 83, 105, 111, 97, 104, 103, 93, 98
[59] CCN1CCN(c2oc(-c3ccc(Cl)cc3)nc2C#N)CC1
→ 100, 103, 102, 97, 91, 94, 101, 97, 99
[60] Cc1ccc(NC(=O)NCC2(C)CC(NC(=O)Nc3ccc(C)cc3)CC(C)(C)C2)cc1 (centres undefined)
→ 100, 106, 77, 72, 84, 96, 113, 95, 98

Carrying on.
Results follow in this order: KM12, U251, HCT-116, SF-295, SNB-75, SNB-19, HCC-2998, SF-268, SF-539
[61] O=C1CCC(Nc2ccccc2)N1 (centres undefined)
→ 105, 108, 101, 97, 82, 106, 92, 102, 110
[62] C#C[C@@]1(O)[C@@H](CO)O[C@@H](n2cc(C(F)(F)F)c3c(N)ncnc32)[C@@H]1O
→ 6.5*, 6.4*, 4.1*, 7.4*, -55*, 11, 3.8*, 12, -25*
[63] Cc1cc(Br)nc2ccccc12
→ 103, ·, 99, 97, 92, 106, 107, 99, 94
[64] CCCCCCC1CCC(=O)O1 (centres undefined)
→ 102, 95, 99, 94, 91, 95, 97, 96, ·
[65] CC/C(=C(\c1ccc(OCCN2CCCCCC2)cc1)c1ccc(OC(=O)Cc2ccccc2)cc1)c1ccc(Cl)cc1
→ 98, 108, 100, 94, 108, 102, 110, 103, 109
[66] CC(C)(C)OC(=O)N1CCN(CCn2cc(C(F)(F)F)c3c(Cl)ncnc32)CC1
→ 96, 17, 12, 100, 111, 37, 86, 70, 97
[67] O=[N+]([O-])c1ccc(/C=C/c2nc3ccccc3n3c(=S)[nH]nc23)cc1
→ 79, 76, 71, 125, 102, 78, 93, 80, 98
